Bioassay records deposited in PubChem BioAssay by several laboratories.
Platelet DG rel: modulates dense granule release in human platelets; 300,000 compounds, 0.22% hits; AID 1663; human platelet-rich plasma, SFLLRN dense granule ATP release, luminescence; inhibition, %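 (compounds screened at 7.5 µM in platelet-rich plasma)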;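 active means mean replicate score, as percent of positive control, at or above 50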
HIF activator: HIF pathway transcriptional activation | U2OS HRE-luciferase reporter, luminescence; normalized: DMSO 0%, desferrioxamine 100% | activation, % at 7.5 µM (by protocol) | 300,000 compounds, 0.32% hits;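 active means mean activation of at least 10% of the iron chelator positive control signal, with at least half of replicates also reaching 10%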
HDAC3 inh: inhibitors of human histone deacetylase 3; recombinant HDAC3, fluorogenic peptide/trypsin coupled, fluorescence; inhibition, % at 8.3 µM; 320,000 compounds, 0.15% hits; AID 2718; in the data active means inhibition above about 26%, passing the limit was not always enough
Target sequence (O15379 whole entry, looked up): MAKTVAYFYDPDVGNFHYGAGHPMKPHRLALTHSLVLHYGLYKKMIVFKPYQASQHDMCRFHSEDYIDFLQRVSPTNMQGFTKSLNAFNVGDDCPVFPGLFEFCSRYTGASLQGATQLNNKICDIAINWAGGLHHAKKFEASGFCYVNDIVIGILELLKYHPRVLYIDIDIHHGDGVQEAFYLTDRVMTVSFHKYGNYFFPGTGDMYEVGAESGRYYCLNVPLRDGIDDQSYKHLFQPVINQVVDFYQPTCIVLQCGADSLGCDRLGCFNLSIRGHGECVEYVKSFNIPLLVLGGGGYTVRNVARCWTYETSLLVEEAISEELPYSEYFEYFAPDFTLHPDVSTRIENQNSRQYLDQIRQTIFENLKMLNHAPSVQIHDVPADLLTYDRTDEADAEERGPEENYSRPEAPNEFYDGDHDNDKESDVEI
HSF-1 act: increases HSF-1 driven luciferase reporter signal; NIH3T3-HGL HSF-1 luciferase reporter, MG132, 8 h; 100% = twice DMSO control signal; activation, % at 9 µM; 300,000 compounds, 1.7% hits;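 active means mean replicate activation of at least 50% with a set share of replicates each reaching 50%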;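 further: 0% = median of the neutral control wells and 100% = twice that signal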
aSyn UTR inh: 5' untranslated region of α-synuclein, MLPCN primary screen; alpha-synuclein 5'UTR reporter, inhibitor activity; inhibition, % (tested at 7.5 µM); 300,000 compounds, 0.82% hits; AID 1813; in the data active means inhibition above about 60%;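 further: H4 neuroglioblastoma cells stably carrying SNCA 5'UTR luciferase fusion; 0% = DMSO wells and 100% = positive control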
IEC-6 tox: counter-screen for KLF5 inhibitors: cytotoxicity in IEC-6 cells; inhibition, % at 5 µM; 290,000 compounds, 0.78% hits; AID 1825; IEC-6 cytotoxicity, luminescence viability; in the data active means inhibition above about 22%;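 further: 0% = plate median of test compound wells and 100% = cytotoxic reference compound wells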
HSF1 inh: HSF1 inhibition | 300,000 compounds, 0.77% hits | activity change, negative = inhibition, % at 7.5 µM (by protocol) | NIH3T3-HGL HSE-luciferase, MG132-induced, luminescence 8 h; stronger effect = lower value | AID 2098;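 active means more than half of replicate wells show activity change below -50%, luminescence cut by over half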;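 further: luciferase reports HSF-1 transcriptional activity via heat shock element; 0% = median of DMSO wells and -100% = zero luminescence signal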
HSP90 refold inh: HSP90 refolding inhibition in rabbit reticulocyte lysate. inhibition, % at 5.6 µM. luciferase refolding luminescence, 3 h. 290,000 compounds, 0.91% hits;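 active means inhibition above the screen-wide mean plus 3 SD, computed separately per campaign, cut at about 16% in these data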;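 further: 0% = DMSO wells and 100% = 60 µM geldanamycin wells; inhibitors lower the luminescence because luciferase stays unfolded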
AI-2 QS modul: modulates the Vibrio harveyi AI-2 quorum sensing system. Vibrio harveyi JMH597 AI-2 luminescence/OD600 ratio, 9 h; stronger effect = lower value; strain lacks LuxN and CqsS sensors; 0 = neutral-control median. activity change, % at 7.5 µM. 300,000 compounds, 0.4% hits. AID 2094; in the data active means activity change below about -75%, passing the limit was not always enough;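 further: luminescence divided by OD600 gain over 9 h not by final OD600 alone; inactives centre near 13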
KLF5 inh: suppresses KLF5 promoter-driven expression; 290,000 compounds, 0.23% hits; DLD-1 KLF5 promoter-luciferase reporter, luminescence; inhibition, % at 5 µM;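 active means inhibition above a per-plate limit of that plate's mean compound inhibition plus 3 SD, cut at about 60% in these data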;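 further: 0% = DMSO wells and 100% = LY294002 at 200 µM; higher means less KLF5 promoter-driven luciferase light; inactives centre near -14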
An asterisk follows results filed as active; · = not tested or not shown. Rows are unselected. Share with any hit: about 5%.

SMILES	Platelet DG rel	HIF activator	HDAC3 inh	HSF-1 act	aSyn UTR inh	IEC-6 tox	HSF1 inh	HSP90 refold inh	AI-2 QS modul	KLF5 inh
COc1ccc(F)cc1C(=O)C1CCCN(C(=O)CSc2ccccn2)C1 (stereo not drawn)	1	0.1	-5	2	-16	0	4	-1	0	-34
CN1CCN(C(=O)CCNC(=O)Cn2cnc3ccccc3c2=O)CC1	-3	0.0	3	-2	-4	-1	0	-2	7	-1
O=c1[nH]c(/C=C/c2ccccc2Cl)c([N+](=O)[O-])c(=O)[nH]1	0	-1.4	4	-19	-3	0	0	9	8	-48
C/C(CC(=O)Nc1cccnc1)=N/NC(=O)COc1ccc(Cl)cc1Br	2	-0.2	1	18	1	5	-1	5	16	-25
CCc1cc(=O)oc2c(C)c(OCC(=O)NCC3CCC(C(=O)O)CC3)ccc12 (stereo not drawn)	-6	-0.1	-7	2	-34	-7	-3	-2	-1	2
COCCCN1CN(S(=O)(=O)c2cccs2)c2nc3ccccc3nc21	3	-0.4	9	-8	0	1	-1	0	10	-18
O=C(C(Cc1ccccc1)n1cccc1)N1CCc2ccccc21 (stereo not drawn)	0	-0.1	4	1	3	-5	5	-3	20	-2
O=C(O)CCc1ccc(-c2cccs2)n1NC(=O)c1ccccc1Br	-9	-0.1	-6	20	-17	-3	13	2	3	-17
Oc1ccc(CN2CCN(c3ncccn3)CC2)cc1	4	-0.8	-7	7	-5	0	2	-3	22	-9
Cc1cccc(C(=O)NC2CCN(C(=S)NCc3ccco3)CC2)c1	3	-0.5	3	43	44	-5	26	1	30	12
CCC1=Nc2cc(C(=O)NCc3ccco3)ccc2Sc2ccccc21	3	0.4	5	3	30	36*	-3	-1	34	16
COC(=O)c1c(O)ccc(Oc2ccccc2)c1C(=O)OC	-1	-0.9	3	-28	15	·	-20	·	1	·
CN(c1ccc(C(=O)N2CCc3ccccc3C2)cc1)S(C)(=O)=O	6	0.7	-3	58*	-35	0	16	4	19	-62
O=C(NCC(c1ccco1)N1CCc2ccccc2C1)C(=O)Nc1ccccc1F (stereo not drawn)	3	-0.4	3	6	-12	·	4	·	8	·
COc1ccc(-c2nc(C#N)c(N3CCN(C(=O)c4ccco4)CC3)o2)cc1OC	15	11*	-11	-3	7	2	-8	1	26	-19
O=C(O)CCCC(=O)Nc1ccccc1C(=O)N1CCCC1	-2	0.7	3	1	-8	-5	5	0	21	-13
CN(CC(=O)Nc1ccc(Cl)cc1)C(=O)Cn1[nH]c(=O)c2ccccc2c1=O	-1	2.6	-8	-1	14	·	-3	·	18	·
Cc1onc(-c2ccccc2)c1C(=O)Nc1nnc(-c2ccncc2)s1	7	-0.2	-21	8	2	0	-4	2	23	-13
Cn1c2c(c(=O)n(C)c1=O)[C@@]1(C(=O)Nc3ccccc31)C(C#N)=C(N)O2	9	0.3	2	·	7	-1	·	4	-92*	-45
CCOC(=O)CSc1nc(-c2cccs2)nc2c1c(=O)n(C)c(=O)n2C	2	0.0	2	-23	-10	-8	-10	-1	24	-17
O=C(N1CCOCC1)N1CCC(n2nnc3cc(F)ccc32)CC1	1	0.2	5	-5	15	6	-10	3	29	-15
O=C(c1cc(-c2ccc3c(c2)OCO3)on1)N1CCN(c2ccc(F)cc2)CC1	5	0.0	·	22	-3	3	13	2	25	-16
CSC1=NCCN1C(=O)c1ccc(S(=O)(=O)N2CCOCC2)cc1	18	0.2	2	-7	-7	-2	1	0	27	-13
C=CCN(CC=C)C(=O)c1c(OC)cccc1OC	-11	-0.6	1	16	5	-2	4	3	45	-10
CN(C)/C=N/c1sc2c(c1C#N)CCC2	-2	-0.4	8	6	-7	-1	1	-4	19	-20

Entries of single compounds as entered above. Order of values: Platelet DG rel, HIF activator, HDAC3 inh, HSF-1 act, aSyn UTR inh, IEC-6 tox, HSF1 inh, HSP90 refold inh, AI-2 QS modul, KLF5 inh
Entry for CN(c1ccc(C(=O)N2CCc3ccccc3C2)cc1)S(C)(=O)=O : 6, 0.7, -3, 58*, -35, 0, 16, 4, 19, -62
Entry for Cc1cccc(C(=O)NC2CCN(C(=S)NCc3ccco3)CC2)c1 : 3, -0.5, 3, 43, 44, -5, 26, 1, 30, 12
Entry for O=C(O)CCCC(=O)Nc1ccccc1C(=O)N1CCCC1 : -2, 0.7, 3, 1, -8, -5, 5, 0, 21, -13

The list goes on.
SMILES	Platelet DG rel	HIF activator	HDAC3 inh	HSF-1 act	aSyn UTR inh	IEC-6 tox	HSF1 inh	HSP90 refold inh	AI-2 QS modul	KLF5 inh
CS(=O)(=O)N(CC(=O)N/N=C/c1cccs1)c1cccc(Cl)c1Cl	-5	0.3	-1	44	-20	2	24	2	8	-11
O=S(=O)(c1ccc2ccccc2c1)N1CCOCC1	4	0.3	3	8	-5	0	-6	-1	14	-2
Oc1ccc(/C=N/N=C/c2ccc(O)cc2)cc1	14	0.3	12	-3	22	2	-2	0	23	-40
CN(C)S(=O)(=O)c1ccc(C(=O)Nc2ccc(CN3CCCC3)cc2)cc1	1	0.0	-5	-8	-8	-6	-4	0	7	-32
Cc1ccc(C(=O)COC(=O)CCC(=O)Nc2cc(Cl)ccc2Cl)cc1[N+](=O)[O-]	1	-0.4	3	10	-9	0	0	0	-8	4
Cc1ccc2c(c1)[C@H]1OCC[C@H]1[C@@H](c1ccncc1)N2	-1	-0.2	2	-1	14	-3	-6	2	9	-52
CC(=O)Nc1nc(COc2ccc3ccccc3c2)cs1	3	0.9	-2	43	-148	3	23	-5	-5	-114
COc1ccc(C(=O)OCC(=O)NC(C)CCc2ccccc2)cc1OC (stereo not drawn)	-2	-1.2	-6	2	17	-7	3	3	-7	0
O=C1c2ccccc2NC(c2cccc(O)c2)N1c1ccccc1 (stereo not drawn)	3	-2.4	-20	5	-39	0	9	2	23	-46
O=C(NCCCn1ccnc1)c1cccc(Cl)c1	-4	0.5	6	4	-19	10	-2	1	5	-20
COC(=O)C(C)Sc1nc2c(cnn2-c2ccc(Cl)cc2)c(=O)[nH]1 (stereo not drawn)	5	0.7	-2	21	12	2	3	2	0	-7
O=C(NO)c1ccc(OC(F)F)cc1	33	8.0	73*	-9	-2	-2	-9	0	7	-49
CC(C)N1C(=O)S/C(=C\c2ccc(-c3ccc(Cl)c(C(=O)O)c3)o2)C1=O	0	3.4	9	32	-128	-2	16	9	14	-106
Cc1ccc2c(=O)[nH]c(Nc3nc(C)cc(-c4ccccc4)n3)nc2c1	21	0.5	-2	-4	-24	0	0	0	20	-2
C=CCN(c1nc(C)c(Br)c(OC)n1)S(=O)(=O)c1ccc(C)cc1	1	0.6	-5	-7	19	-5	2	0	23	-9
CCOC(=O)c1c(NC(=O)/C=C/c2ccc3c(c2)OCO3)sc(C)c1CC	54*	-0.1	5	3	-5	8	-12	-1	48	-7
COC(=O)C1CCN(C(=O)/C(C)=C\c2ccccc2)CC1	-8	-7.6	-8	0	-31	-1	-11	6	-1	-77
O=C(c1cn(-c2ccccc2)nc1-c1cccc([N+](=O)[O-])c1)N1CCCCC1	-3	-0.4	0	35	8	9	14	3	-15	-4
O=C(COc1ccc2c(-c3ccccc3)cc(=O)oc2c1)NCCCN1CCOCC1	9	0.4	-4	29	-3	-2	4	7	7	-35
O=C(NCCCn1ccnc1)C(=O)NCc1ccccc1	0	-0.6	8	2	12	-3	-2	-3	19	0
O=C1CC(c2cccc(Cl)c2)c2cc3c(cc2N1)CCC3 (stereo not drawn)	-1	0.1	4	-4	49	28*	1	0	-10	14
Cc1ccc(S(=O)(=O)c2nc(S(C)(=O)=O)sc2N2CCC(C)CC2)cc1	-3	-0.3	5	-12	16	3	4	2	59	-23
COC(=O)c1ccccc1NC(=O)NCc1ccc2c(c1)OCO2	3	0.3	6	15	-16	-2	-1	-1	12	-12
Nc1nccnc1C(=O)OCC(=O)c1ccc[nH]1	-9	-21	-25	1	2	·	-2	·	3	·
O=C(NN1C(=O)c2ccc3c4c(ccc(c24)C1=O)CC3)c1ccc(Br)cc1	-1	2.9	0	0	-5	-9	-4	-4	-15	5

New compounds follow
SMILES	Platelet DG rel	HIF activator	HDAC3 inh	HSF-1 act	aSyn UTR inh	IEC-6 tox	HSF1 inh	HSP90 refold inh	AI-2 QS modul	KLF5 inh
Cc1ccc(-c2[nH]nc3c2C(c2ccoc2)C(C#N)=C(N)O3)cc1C (stereo not drawn)	11	-0.1	4	38	-17	-1	18	1	18	-22
CC(=O)N1c2ccc(S(=O)(=O)CCC(=O)O)cc2CC1C (stereo not drawn)	-1	-0.3	0	20	-10	4	4	-2	2	-10
N#C/C(=C\c1cccnc1)C(=O)Nc1ccc(S(N)(=O)=O)cc1	-5	-0.4	3	-51	12	4	-35	-1	13	-23
COc1ccc(-c2cn[nH]c2-c2ccc(O)cc2O)cc1OC	1	-0.4	-5	-15	10	-5	-11	1	8	-14
CC(Oc1ccccc1)C(=O)OCC(=O)NC(=O)NCc1ccco1 (stereo not drawn)	-4	-0.3	-4	3	-12	-6	-10	-1	-2	-35
Cc1cccc(NC(=S)NCc2cccs2)c1C	1	0.2	6	10	-4	4	-5	1	-3	-16
CC(=O)N(CCCN(C)C)Cc1ccccn1	14	-0.3	-7	-7	3	6	-9	1	7	1
Cc1cc(C)nc(N(C#N)Cc2ccc([N+](=O)[O-])cc2)n1	-3	0.1	-4	17	9	-3	4	-6	23	6
CC(C)CC(C(=O)NC(C)(C)C)N(Cc1ccccc1Cl)C(=O)c1snc(C(N)=O)c1N (stereo not drawn)	9	0.1	3	-8	20	-3	-9	4	16	-27
CCN(CC)CCSc1nnc2c3cc(C)ccc3n(Cc3ccccc3)c2n1	-16	-0.5	0	0	-34	2	6	1	-5	-31
O=C(Nc1cccc2nsnc12)C1CC(=O)N(c2ccccc2)C1 (stereo not drawn)	6	0.0	3	-7	37	-3	-2	1	26	-25
COc1ccc(-n2c(=O)c3c(C)c(C)sc3n(Cc3ccc(F)cc3)c2=O)c(OC)c1	-1	0.2	7	-3	10	4	1	-4	20	16
COc1cccc(C(C(=O)NC2CCCC2)N(CC2CCCO2)C(=O)Cc2cccs2)c1 (stereo not drawn)	0	-0.3	6	4	-13	-8	5	-3	21	-10
COc1ccc(/C=C2\CCCC3C2=NN(C(=O)c2scnc2C)C3c2ccc(OC)c(OC)c2)cc1OC (stereo not drawn)	1	-0.3	-1	15	29	8	13	5	2	-11
Cc1ccc(S(=O)(=O)N2CCC(=O)N(C(COCc3cccc(C(F)(F)F)c3)C(C)C)CC2)cc1 (stereo not drawn)	1	1.1	15	22	-7	3	7	-2	49	0
Nn1c(SCC(=O)Nc2ccc3c(c2)OCO3)nnc1-c1ccncc1	-1	0.0	3	11	-26	3	-7	-1	16	22
O=C(COc1ccccc1)Nc1ccc(NC(=O)c2ccco2)cc1	-5	1.8	-1	2	-65	2	-4	3	14	-33
CCOC(=O)N1CCC(N2CC34C=CC(O3)C(C(=O)Nc3ccc(C(C)C)cc3)C4C2=O)CC1 (stereo not drawn)	·	·	-2	·	·	5	·	-1	·	24
O=C(CCC(=O)N1CCCc2ccccc21)N1CCN(S(=O)(=O)c2ccccc2)CC1	5	0.0	4	-1	-4	3	-3	0	3	7
O=C(NCc1cccc(F)c1)c1ccc(N2C(=O)Cn3c(cc4sccc43)C2=O)cc1	0	0.1	5	-5	-6	-13	-7	0	12	-2
CCn1c(Oc2ccc(F)cc2)nc2c1c(=O)n(C)c(=O)n2C	7	1.3	-5	-16	-18	-3	-11	3	12	-19
c1ccc(-c2ccc(CN3C[C@@H]4C(c5ccccc5)C5(c6cccnc6)CC4(C5)[C@H]3c3ccccc3)cc2)cc1 (stereo partly drawn)	-8	0.0	4	0	-46	·	-7	·	18	·
